Screens as filed in PubChem.
GLP1R ag – GLP-1 receptor (human) agonism | HEK293 GLP-1R CRE-luciferase, luminescence, 4-6 h; cells express a hypersensitive GLP-1R form | Potency, µM (top dose mostly 45.6 µM), for the others: at the highest dose activation, hits mostly activators | hit rate 0.007% among 380,000; also: potency is read from the fitted curve at half-maximal effect; % of control where 0% means no effect
Target sequence (P43220 whole entry, looked up): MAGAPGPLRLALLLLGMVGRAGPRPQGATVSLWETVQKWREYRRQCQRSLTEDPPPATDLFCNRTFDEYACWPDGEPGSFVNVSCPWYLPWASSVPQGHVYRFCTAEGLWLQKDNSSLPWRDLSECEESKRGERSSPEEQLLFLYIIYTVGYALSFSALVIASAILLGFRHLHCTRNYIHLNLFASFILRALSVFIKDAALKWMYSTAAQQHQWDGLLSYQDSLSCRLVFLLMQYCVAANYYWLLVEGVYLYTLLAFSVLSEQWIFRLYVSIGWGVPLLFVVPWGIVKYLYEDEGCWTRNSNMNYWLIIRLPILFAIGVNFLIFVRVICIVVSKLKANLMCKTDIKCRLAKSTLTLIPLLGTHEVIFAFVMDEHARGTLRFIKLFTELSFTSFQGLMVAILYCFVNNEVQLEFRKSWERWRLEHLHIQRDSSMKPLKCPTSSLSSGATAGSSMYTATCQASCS
IL-1B inflam inh – inflammasome signaling inhibition, IL-1 beta readout; THP-1 LPS/ATP IL-1B secretion, AlphaLISA, 16 h; hits give low values; activity change, % at 57.5 µM; hit rate 4.7% among 360,000; in the data active = activity change below about -50%; inconclusive = mostly about -30% to -49%; also: % is scaled to controls: 0 for no effect and ±100 for the full control effect
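Secreted IL-1B measured by AlphaLISA bead assay after 16 h compound exposure of THP-1 cells; compounds (final up to 57.5 uM) added 1 h before LPS (250 ng/mL) and ATP (1.25 mM) stimulation; lower signal means less secretion.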
HT1080-NT tox – kills 2HG-producing HT-1080-NT fibrosarcoma cells | HT-1080-NT fibrosarcoma viability, CellTiter-Glo ATP luminescence, 48 h | Potency, µM (doses to about 46.1 µM), for inactives: at the highest dose activity, negative = less viability, usual class: cytotoxic | hit rate 1.6% among 360,000 | AID 686970;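 also: NT is the 2HG producing partner of a matched IDH1 knockdown line; potency is read from the fitted curve at half-maximal effect; 0% = DMSO-treated cells and -100% = media-only wells without cells; nearly all actives have a fitted effect of over 55% in size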
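Fibrosarcoma NT cells, 750 per well in 5% FBS RPMI, were exposed to compound for 48 hours. Viability: CellTiter-Glo luminescence.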
D3 ag – activates the human D3 dopamine receptor; P35462; D3R DiscoveRx beta-arrestin cells, luminescence, 90 min; max activation, %; hit rate 0.58% among 410,000; in the data active = max activation above about 30%; also: 0% is about no effect; mostly tested at two doses, the higher about 12 µM
Target sequence (P35462 whole entry, looked up): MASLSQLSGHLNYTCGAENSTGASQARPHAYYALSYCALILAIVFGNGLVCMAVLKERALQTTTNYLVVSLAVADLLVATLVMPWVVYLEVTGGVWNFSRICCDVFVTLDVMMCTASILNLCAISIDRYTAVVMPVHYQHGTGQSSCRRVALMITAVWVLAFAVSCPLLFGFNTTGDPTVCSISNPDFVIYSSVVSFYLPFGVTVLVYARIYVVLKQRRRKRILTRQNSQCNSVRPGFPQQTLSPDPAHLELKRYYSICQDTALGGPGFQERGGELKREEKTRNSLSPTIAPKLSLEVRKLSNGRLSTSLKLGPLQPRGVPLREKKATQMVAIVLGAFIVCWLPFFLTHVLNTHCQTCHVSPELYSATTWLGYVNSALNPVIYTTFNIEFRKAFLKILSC
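Agonist-mode cell screen: cells plated at 1500/well and incubated overnight at 37 °C, then exposed to library compounds for 90 min at 37 °C. Detection reagent was added for 30–60 min at room temperature, and luminescence was read.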
HT1080 IDH1KD tx – kills HT-1080 cells with IDH1 knockdown | HT-1080 IDH1 knockdown viability, ATP luminescence, 48 h | Potency, µM (top dose mostly 46.1 µM), without a hit: top-dose activity, negative = toxicity, most hits filed as cytotoxic | hit rate 2% among 360,000;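 also: potency is read from the fitted curve at half-maximal effect; 0% = DMSO wells and -100% = cell-free medium wells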
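% activity derives from luminescence (CellTiter-Glo), normalised to DMSO and no-cell wells. HT-1080-IDH1KD cells, 750/well, had 48 h compound exposure at 37 °C.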
KB-3-1 tox – kills parental KB-3-1 adenocarcinoma cells. KB-3-1 viability, CellTiter-Glo ATP luminescence, 72 h. Potency, µM (top dose mostly 46.1 µM), without a hit: at the highest dose activity change, negative = cytotoxic, most hits filed as cytotoxic. hit rate 1.4% among 400,000. AID 1347075; also: potency is read from the fitted curve at half-maximal effect; % is scaled to controls: 0 for no effect and ±100 for the full control effect; nearly all actives have a fitted effect of over 60% in size
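Screening of KB-3-1 cells (DMEM, 10% FBS, phenol-red free) ran from lowest to highest compound concentration; after 72 h at 37 °C viability was read luminescently and curves fitted.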
SW480 rereplic – DNA re-replication induction in SW480 cells; SW480 DNA re-replication, Hoechst DNA content imaging, 48 h; Potency, µM (top dose mostly 46.1 µM), inactives show at the highest dose re-replication activation, actives largely listed as activators; hit rate 1.8% among 340,000; AID 624297; also: potency is read from the fitted curve at half-maximal effect; % of control where 0% means no effect; nearly all actives have a fitted effect of over 55% in size
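250 cells/well; 23 nL cpd via pin tool; 48 hr, 37 C, 5% CO2; Hoechst 40 min; imager read of total nuclear intensity, ex 405/em 500-530 nm.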
D3 antag – antagonists of human D3 dopamine receptor; D3R cells, DiscoveRx beta-arrestin luminescence, antagonist mode; hits give low values; hit rate 2.5% among 360,000; max response, negative = inhibition, %; P35462; in the data active = max response below about -50%; inconclusive = no clear call, values can overlap the other calls; also: % is scaled to controls: 0 for no effect and ±100 for the full control effect; mostly tested at two doses, the higher about 12 µM
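Cells expressing the human receptor were seeded at 1500 cells/well, incubated overnight at 37 degrees C in 5% CO2, then exposed to library compounds with dopamine controls for 90 minutes at 37 degrees C before luminescent detection.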
KB-V1 MDR tox – kills drug-selected multidrug resistant KB-V1 cells; Potency, µM (doses to about 46.1 µM), inactives show top-dose activity change, negative = cytotoxicity, hits mostly cytotoxic; KB-V1 MDR cells viability, CellTiter-Glo, 72 h; hit rate 3.4% among 400,000; also: potency is read from the fitted curve at half-maximal effect; % is scaled to controls: 0 for no effect and ±100 for the full control effect; nearly all actives have a fitted effect of over 60% in size
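KB-V1 MDR subline cells in DMEM (phenol-red free, 10% FBS) exposed to compounds in qHTS concentration series for 72 h at 37 degrees C. Viability read by CellTiter-Glo luminescence; concentration-effect curves fitted after normalization and correction.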
Active calls of the source: *; ? = inconclusive; nt = no result given; [ ] = another dose, or the depositor's remark. Unless noted, calls follow the shape of the dose curve; as a rule, active = well fitted curve in the direction sought with a large enough effect; inconclusive = small, poorly fitted or top-dose-only effect, or another doubt; inactive = no such curve, though single readings can be large; an effect the other way counts as inactive or inconclusive.

entry	SMILES	GLP1R ag	IL-1B inflam inh	HT1080-NT tox	D3 ag	HT1080 IDH1KD tx	KB-3-1 tox	SW480 rereplic	D3 antag	KB-V1 MDR tox
1	CCCc1cc(-c2nc(-c3ccc(Cl)cc3)cs2)ccn1	1%	15	-12%	-4	0%	-26%	-5%	8	16µM*
2	O=C(NCc1ccccc1)c1cc(=O)c2ccccc2o1	-3%	11	-3%	-4	-1%	24%	-7%	2	-6%
3	Cc1ccc(N2CC(C(=O)N3CCN(C(=O)c4ccco4)CC3)CC2=O)cc1 (centres undefined)	2%	2	0%	1	0%	-4%	-6%	-17	1%
4	CCN(CC)C(=O)[C@H]1C[C@H](CC(=O)NCCCN(C)C)C(=O)N2CCc3c([nH]c4ccc(Cl)cc34)[C@]12C	-2%	-52*	-23%	-20	-11%	-26%	7%	-17	-8%
5	COc1cc(OC)c(OC)cc1NC(=O)CC1COc2ccccc2O1 (centres undefined)	-4%	15	5%	28	6%	1%	2%	23	15µM*
6	COc1ccc(S(=O)(=O)n2cccc2)cc1OC	?	6	-4%	-3	-7%	0%	-17%	-1	10%
7	CN(CC(=O)Nc1ccc(Cl)c(S(=O)(=O)N(C)C)c1)Cc1ccccc1	27%	-29	-27%	-19	-8%	-18%	4%	?	-20%
8	COc1ccc(C(=O)NCC(=O)OCC(=O)Nc2cc([N+](=O)[O-])ccc2F)cc1	4%	-6	12%	5	21%	8%	-13%	9	1%
9	Cc1ccc(-c2ccc(=O)n(CCC(=O)NCc3ccccn3)n2)cc1	-3%	-11	3%	5	0%	0%	-3%	12	9%
10	CCCS(=O)(=O)c1nc(S(=O)(=O)c2ccc(C)cc2)c(N2CCN(CCO)CC2)s1	-2%	-14	7%	-6	0%	2%	-2%	-91*	-4%
11	COc1ccc(C(=O)O)c(O)c1	-5%	0	7%	15	4%	0%	5%	18	-3%
12	CCN1CCN(C(=O)c2cc(COc3ccc4ncccc4c3)on2)CC1	0%	19	-27%	4	-1%	-28%	-2%	10	16µM*
13	O=C(NCc1ccc(Cl)cc1)c1ccc(N2CCCC2=O)cc1	14%	-28	0%	1	11%	12%	-6%	0	?
14	O=C(CN1CCC(NC(=O)Cc2ccccc2)CC1)Nc1ccccc1Br	11%	1	0%	7	-1%	-2%	-31%[inhibitor]	21	-20%
15	O=C(NCCCn1ccnc1)c1ccc(OCC(F)(F)F)cc1	2%	0	16%	10	18%	11%	-6%	-5	14%
16	CCOC1=C2[C@@H](CN(S(=O)(=O)c3ccc(C)cc3)[C@H]2c2cccc3ccccc23)[C@H]2C(=O)N(c3ccccc3)C(=O)[C@H]2C1	-2%	-18	?	1	17%	0%	nt	8	6%
17	CC(C)c1ncc(C(O)c2cccc3ccccc23)n1C (centres undefined)	-2%	28	-15%	7	-11%	-15%	-6%	9	-28%
18	Cc1cccc(C)c1N1CCN(C(c2ccnc3ccccc23)c2nnnn2-c2ccc3c(c2)OCCO3)CC1 (centres undefined)	-4%	?	?	1	?	21µM*	nt	-3	18µM*
19	Cc1ccc(S(=O)(=O)N2CCN(C(=O)CN3C(=O)CNC3=O)CC2)cc1	-4%	3	9%	2	3%	3%	-2%	17	0%
20	CC(C)(C)OC(=O)N1CCN(C(=O)c2cccnc2Cl)CC1	-7%	-3	10%	2	12%	1%	-106%[inhibitor]	27	0%
21	CCOC(=O)C1CCCN(CC(=O)Nc2nc(-c3ccccc3)cs2)C1 (centres undefined)	1%	14	-4%	-7	-22%	-4%	1%	-9	?
22	CCC(=O)Oc1ccc2c(C)cc(=O)oc2c1C(=O)CC	18%	-7	-7%	1	-2%	-24%	-1%	-25	-3%
23	Cc1ccccc1-n1nc(C)c2cc(C(=O)N3CCN(S(=O)(=O)c4ccccc4)CC3)sc21	-3%	23	9%	2	11%	-18%	-6%	11	23µM*
24	Cc1ccc(C(=O)Oc2ccccc2N2CCOCC2)cc1	-2%	8	-3%	-6	6%	16%	-4%	5	2%
25	N#C/C(=C\c1cn[nH]c1-c1ccc(Cl)cc1)C(=O)NC1CC1	11%	?	-5%	-5	-7%	-17%	-2%	-7	12%
26	COc1ccccc1C(c1nnnn1Cc1ccccc1)N1CCN(c2nc3ccccc3s2)CC1 (centres undefined)	1%	-7	0%	4	-2%	-6%	7%	-8	-8%
27	O=S1(=O)N[C@@H](Cc2ccccc2)COc2cccc(N3CCC[C@H]3CO)c21	5%	1	-1%	5	4%	10%	nt	14	?
28	CCn1ncc(Br)c1C(=O)Nc1ccccc1C(=O)OC	25%	33	1%	3	2%	21µM*	2%	-16	?
29	O=C(Nc1ccccc1F)c1ccc(OCc2ccccc2)cc1	11%	0	-14%	2	-11%	-4%	2%	-1	-2%
30	C=CCNC(=O)C1CC2Cn3c(nc4cc(Cl)c(Cl)cc43)C2N1C (centres undefined)	0%	25	4%	3	2%	-4%	6%	6	7%
31	CC(=O)Nc1ccc(Nc2c3ccccc3nc3ccccc23)cc1	-5%	-98*	15µM*	-4	15µM*	4.6µM*	18µM*	?	?
32	CCN(CC(=O)Nc1ccc2c(c1)OCCO2)c1ccc(S(=O)(=O)N2CCOCC2)cn1	15%	-29	-1%	6	9%	-8%	6%	-1	7%
33	COc1cc(-c2nnc(SCC(=O)N3CCOCC3)o2)cc(OC)c1OC	5%	6	6%	29	11%	28%	?	7	-19%
34	Cc1cc(C(=O)NN=Cc2c(C)[nH]c3ccccc23)c(C)o1	-2%	1	-5%	-12	11%	0%	-5%	-8	-28%
35	CC(C)CC(=O)N1CCC(N(CCc2ccccc2)Cc2ccccc2)CC1	6%	6	3%	-12	-1%	-4%	0%	11	1%
36	CCCN(C(=O)c1ccc(-n2cncn2)c([N+](=O)[O-])c1)C1CCS(=O)(=O)C1 (centres undefined)	-5%	3	3%	3	-7%	0%	-3%	-5	-1%
37	O=C(NCCCn1ccnc1)c1ccc(NS(=O)(=O)c2cccc([N+](=O)[O-])c2)cc1	-16%	-11	12%	1	20%	-1%	-4%	-19	8%
38	Cc1cc(C)nc(SCC(=O)N2CCC(C(N)=O)CC2)n1	0%	6	-3%	-7	0%	5%	-5%	25	7%
39	CC(=O)n1cc([C@H]2C=C(C(=O)N3CCN(Cc4ccccc4)CC3)O[C@@H](OCc3ccc(CO)cc3)C2)c2ccccc21	7%	0	-15%	-24	-19%	?	3%	0	-1%
40	COc1ccc(NC(=O)/C(C#N)=C/c2ccc(-c3ccc(Cl)c(C(=O)O)c3)o2)cc1	0%	6	18%	8	7%	9%	-1%	5	4%
41	CCC(NC(=O)Cc1c(C)c2cc3c(cc2oc1=O)OC(C)(C)CC3)C(=O)O (centres undefined)	0%	0	18%	1	19%	5%	-19%	13	-1%
42	CCCN(CCC)c1nc2ccccc2n2c(C)nnc12	15%	6	-13%	-7	-29%	-7%	-5%	31	-31%
43	COc1ccccc1C(=O)NNC(=O)C(=O)Nc1ccc(C)cc1	3%	40	-15%	-1	-11%	2%	?	-22	-4%
44	CCCC1NC(=S)NC(C)=C1C(C)=O (centres undefined)	-1%	-13	6%	-7	-2%	0%	-54%[inhibitor]	-3	8%
45	O=C(CCNS(=O)(=O)c1ccc2c(c1)CCCC(=O)N2)NCc1ccc(Cl)cc1	-5%	nt	nt	1	nt	-16%	nt	nt	1%
46	CCOc1ccccc1NC(=O)CSc1c(C)n[nH]c1C	-11%	-2	17%	1	17%	10%	-2%	39	6%
47	O=S(=O)(c1ccccc1)c1cnn(-c2ccccc2)c1-c1ccc(F)cc1	-2%	-3	-3%	-5	-21%	?	-8%	0	?
48	C=CCn1c(SC(C)C(=O)NC2CC2)nnc1-c1ccoc1C (centres undefined)	9%	12	-2%	6	2%	-2%	4%	2	7%

Rewritten in transposed form: part of the list above.
[32] CCN(CC(=O)Nc1ccc2c(c1)OCCO2)c1ccc(S(=O)(=O)N2CCOCC2)cn1
[33] COc1cc(-c2nnc(SCC(=O)N3CCOCC3)o2)cc(OC)c1OC
[34] Cc1cc(C(=O)NN=Cc2c(C)[nH]c3ccccc23)c(C)o1
[35] CC(C)CC(=O)N1CCC(N(CCc2ccccc2)Cc2ccccc2)CC1
[36] CCCN(C(=O)c1ccc(-n2cncn2)c([N+](=O)[O-])c1)C1CCS(=O)(=O)C1 (centres undefined)
[37] O=C(NCCCn1ccnc1)c1ccc(NS(=O)(=O)c2cccc([N+](=O)[O-])c2)cc1
[38] Cc1cc(C)nc(SCC(=O)N2CCC(C(N)=O)CC2)n1
[39] CC(=O)n1cc([C@H]2C=C(C(=O)N3CCN(Cc4ccccc4)CC3)O[C@@H](OCc3ccc(CO)cc3)C2)c2ccccc21
[40] COc1ccc(NC(=O)/C(C#N)=C/c2ccc(-c3ccc(Cl)c(C(=O)O)c3)o2)cc1
[41] CCC(NC(=O)Cc1c(C)c2cc3c(cc2oc1=O)OC(C)(C)CC3)C(=O)O (centres undefined)
compound no.,32,33,34,35,36,37,38,39,40,41
GLP1R ag,15%,5%,-2%,6%,-5%,-16%,0%,7%,0%,0%
IL-1B inflam inh,-29,6,1,6,3,-11,6,0,6,0
HT1080-NT tox,-1%,6%,-5%,3%,3%,12%,-3%,-15%,18%,18%
D3 ag,6,29,-12,-12,3,1,-7,-24,8,1
HT1080 IDH1KD tx,9%,11%,11%,-1%,-7%,20%,0%,-19%,7%,19%
KB-3-1 tox,-8%,28%,0%,-4%,0%,-1%,5%,?,9%,5%
SW480 rereplic,6%,?,-5%,0%,-3%,-4%,-5%,3%,-1%,-19%
D3 antag,-1,7,-8,11,-5,-19,25,0,5,13
KB-V1 MDR tox,7%,-19%,-28%,1%,-1%,8%,7%,-1%,4%,-1%

[42] CCCN(CCC)c1nc2ccccc2n2c(C)nnc12
compound no.,42
GLP1R ag,15%
IL-1B inflam inh,6
HT1080-NT tox,-13%
D3 ag,-7
HT1080 IDH1KD tx,-29%
KB-3-1 tox,-7%
SW480 rereplic,-5%
D3 antag,31
KB-V1 MDR tox,-31%
